Compound activity as filed in PubChem BioAssay.
Tn6 DDE FP – DD(E)-Tn6 binding inhibition, primary FP screen | P02675 | Fibrin DD(E) TRITC-Tn6 fluorescence polarization displacement | inhibition, % at 8.3 µM | hit rate 0.21% among 370,000;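 active = inhibition above a per-campaign cutoff: mean of compounds within control limits plus 3 SD, cut at about 15% in these data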;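 note: 0% = median of all compound wells on the plate and 100% = blocking peptide control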
LEDGF integ inh – blocks HIV-1 LEDGF/p75-dependent DNA integration; TR-FRET IN-LEDGF/p75 DNA integration, Eu/Cy5; inhibition, % at 3.7 µM; hit rate 0.64% among 370,000; AID 743269;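 active = inhibition above the screen-wide mean plus 3 SD, cut at about 13% in these data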;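 note: signal is the Cy5 over europium emission ratio at 671 and 618 nm; 0% = plate median of compound wells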
ADAM17 inh – ADAM17 inhibition, QFRET primary screen | hit rate 0.83% among 370,000 | inhibition, % at 6.95 µM | recombinant ADAM17, EDANS/DABCYL FRET peptide cleavage;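 active = inhibition above the mean of compounds lying between control limits plus 3 SD, set per campaign, cut at about 8.5% in these data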;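 note: 0% = DMSO-only wells as the low control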
ARFGAP1 inh – inhibits rat ARF GTPase activating protein 1; inhibition, % at 16.5 µM; Q62848; Arfgap1-stimulated ARF1 GTP hydrolysis, GDP FP detection; hit rate 0.26% among 360,000;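 active = inhibition above a per-plate limit, mean inhibition of low control wells plus 3 SD, cut at about 25% in these data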;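 note: 0% = DMSO wells with enzyme and 100% = wells lacking Arfgap1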
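Material: truncated rat Arfgap1 GAP domain; Incubation: compound-enzyme preincubation 20 min, reaction 120 min, detection 60 min, 25 °C; Read-out: percent inhibition of Arfgap1-stimulated GTP hydrolysis; Technique: FP, GDP Alexa 633 tracer displaced from anti-GDP antibody, 620/688 nm; Controls: No-Arfgap1 wells (100%) versus DMSO full-reaction wells (0%); Replication: single well per compound.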
ADAM10 inh – inhibitors of human ADAM10. O14672. hit rate 0.62% among 370,000. inhibition, % at 7 µM. recombinant ADAM10, EDANS/DABCYL FRET peptide cleavage, 3 h;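 active = inhibition above a per-campaign cutoff equal to the mean of compounds falling between control-based bounds plus 3 SD, cut at about 20% in these data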;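 note: 0% = DMSO wells while the 100% control is not disclosed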
TDP2 inh – TDP2 (human) inhibition, absorbance primary screen; O95551; recombinant TDP2, T5PNP hydrolysis, p-nitrophenol absorbance 415 nm; inhibition, % at 12.8 µM; hit rate 0.34% among 370,000;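 active = inhibition above the mean of all tested compounds plus 3 SD, set per campaign, cut at about 25% in these data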;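 note: 0% = DMSO with enzyme and 100% = buffer with substrate but no TDP2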
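Test system: human TDP2 enzyme; Input: 120 nM TDP2 per well; Buffer or medium: Mg2+-containing Tris-HCl buffer, pH 7.5; Reagent: 5 mM T5PNP; Dosing: 12.8 µM single point, 1% DMSO; Incubation: reaction 2 h, 37 °C; Detection: p-Nitrophenol epi absorbance; Read-out: % inhibition relative to enzyme-containing and enzyme-free wells; Replicates: single well per compound.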
PLCg1 inh – PLC-gamma1 (human) inhibition, primary screen; purified PLC-gamma1, fluorogenic substrate, fluorescence; hit rate 0.84% among 370,000; inhibition, % at 12.2 µM; AID 720700; in the data active = inhibition above about 9.5%
Target sequence (P19174 whole entry, looked up): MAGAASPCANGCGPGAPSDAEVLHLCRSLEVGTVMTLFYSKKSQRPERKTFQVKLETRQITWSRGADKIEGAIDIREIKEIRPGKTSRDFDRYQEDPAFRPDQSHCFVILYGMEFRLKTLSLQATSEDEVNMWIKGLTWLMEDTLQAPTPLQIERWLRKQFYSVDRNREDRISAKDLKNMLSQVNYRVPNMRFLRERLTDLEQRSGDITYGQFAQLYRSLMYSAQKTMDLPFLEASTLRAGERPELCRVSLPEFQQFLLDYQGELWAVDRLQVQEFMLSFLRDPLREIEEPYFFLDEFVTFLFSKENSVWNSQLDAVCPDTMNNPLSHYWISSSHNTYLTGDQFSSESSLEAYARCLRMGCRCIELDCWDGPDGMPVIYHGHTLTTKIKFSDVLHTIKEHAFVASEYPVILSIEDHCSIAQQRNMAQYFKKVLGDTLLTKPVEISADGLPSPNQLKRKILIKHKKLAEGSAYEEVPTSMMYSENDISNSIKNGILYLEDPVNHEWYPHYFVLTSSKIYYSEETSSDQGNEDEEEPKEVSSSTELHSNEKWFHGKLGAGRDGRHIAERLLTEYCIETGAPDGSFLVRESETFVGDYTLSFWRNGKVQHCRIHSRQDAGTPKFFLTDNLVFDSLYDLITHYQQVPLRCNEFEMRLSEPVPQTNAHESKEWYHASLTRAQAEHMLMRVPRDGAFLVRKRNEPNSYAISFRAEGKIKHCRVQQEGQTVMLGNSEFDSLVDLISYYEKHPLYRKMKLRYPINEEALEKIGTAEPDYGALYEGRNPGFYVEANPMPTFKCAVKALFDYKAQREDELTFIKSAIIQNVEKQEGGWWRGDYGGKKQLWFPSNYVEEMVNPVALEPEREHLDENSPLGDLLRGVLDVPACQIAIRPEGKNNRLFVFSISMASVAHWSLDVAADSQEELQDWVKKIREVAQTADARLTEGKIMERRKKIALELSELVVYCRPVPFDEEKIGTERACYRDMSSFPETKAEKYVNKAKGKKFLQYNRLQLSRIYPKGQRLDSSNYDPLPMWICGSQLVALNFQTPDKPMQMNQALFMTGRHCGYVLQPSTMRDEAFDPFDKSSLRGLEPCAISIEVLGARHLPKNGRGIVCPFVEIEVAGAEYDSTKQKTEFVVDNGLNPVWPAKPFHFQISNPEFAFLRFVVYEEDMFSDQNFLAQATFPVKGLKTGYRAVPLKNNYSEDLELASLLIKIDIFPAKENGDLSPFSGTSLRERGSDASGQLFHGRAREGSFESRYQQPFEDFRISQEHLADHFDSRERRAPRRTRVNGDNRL
DDE Tn7 FP inh – DD(E)-Tn7 binding inhibition, primary FP screen | P02675 | FP displacement of FITC-Tn7 peptide from fibrin DD(E); 0% = median of compound wells per plate | inhibition, % at 8.3 µM | hit rate 0.13% among 370,000 | AID 720508;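 active = inhibition above the mean of compounds falling within the control limits plus 3 SD of them, cut at about 14% in these data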;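 note: 0% = plate median of compound wells and 100% = 10 µM Aha-Tn7 peptide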
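Test system – human fibrin DD(E) · Times – 10 min preincubation, 3 h with tracer, room temperature · Detection – fluorescence polarization of the labelled Tn7 tracer · Measure – percent inhibition normalized to high-control wells · Benchmarks – high control wells with 10 µM unlabelled Aha-Tn7 peptide (full inhibition) · Repeats – singlicate testing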
ASAP1 inh – inhibitors of human ASAP1 ArfGAP activity; ASAP1-stimulated ARF1 GTP hydrolysis, GDP FP detection; Q9ULH1; hit rate 0.19% among 360,000; inhibition, % at 16.5 µM; in the data active = inhibition above about 25%;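 note: 0% = vehicle with enzyme and substrate and 100% = no enzyme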
proKLK7 act – activates the human kallikrein-7 zymogen | P49862 | purified proKLK7, EDANS-DABCYL substrate fluorescence; 100% is mature enzyme control, 0% vehicle | activation, % at 7 µM | hit rate 0.9% among 370,000 | AID 652039;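 active = activation above the mean of all tested compounds plus 3 SD, computed per campaign excluding outliers beyond control limits, cut at about 13% in these data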
An asterisk follows results filed as active; nt = not tested or not shown.

Results follow in this order: ADAM10 inh, Tn6 DDE FP, ADAM17 inh, TDP2 inh, LEDGF integ inh, ARFGAP1 inh, ASAP1 inh, proKLK7 act, PLCg1 inh, DDE Tn7 FP inh
CCCCn1c(=O)[nH]c(=O)c2c1nc(-c1ccc(-c3ccccc3Br)o1)n2CC
  -5, -1, -3, 4, -2, -1, 15, -0.6, -7, -2
O=C(CCCCn1c(=O)[nH]c2ccsc2c1=O)NCC1CCCO1 (centres undefined)
  -6, -3, -2, 2, -3, -2, -4, 0.9, 1, 7
C=CCOc1ccccc1CN1CCC(n2nccc2NC(=O)C2CC2)CC1
  1, -2, -7, 5, -2, 15, -3, 0.1, -2, -5
CCOC(=O)c1c(NC(=S)Nc2ccc(F)cc2)sc2c1CCC2
  -3, 0, 1, -5, -1, 8, 2, 0.1, 2, 5
Cc1ccc(N(C(=O)c2snc(C(N)=O)c2N)C(CC(C)C)C(=O)NC2CCCC2)cc1 (centres undefined)
  -10, 4, -3, 0, -2, 13, -4, -1.2, -3, 2
O=C1CCC([N+](=O)[O-])C(c2cc3c(cc2Cl)OCO3)N1 (centres undefined)
  1, 0, 1, 1, -1, 3, -2, 0.2, 3, -7
Cc1ccc(C)c(CSc2nnc(-c3ccccn3)n2N)c1
  -3, 8, 2, -2, -1, 11, -1, -0.5, -2, -3
O=C(Nc1cccnc1Cl)c1cccc(F)c1
  -4, -7, -3, 10, -2, 0, -10, 0.1, 0, 1
COC(=O)c1cc(=O)n(C2CC2)c(=NC2CC2)s1
  6, 0, -3, -8, 1, -6, 5, 0.3, 1, -2
O=C1NC(Cc2ccccc2)c2nc3ccc(Cl)cc3c(=O)n2-c2ncccc21 (centres undefined)
  -4, -5, -4, 4, 2, 0, -2, 0.3, 0, -8
CC1CCN(c2ccc3nnc(CCC(=O)N4CCN(c5ccccc5F)CC4)n3n2)CC1
  -4, 2, -9, -25, -2, 9, -4, -0.6, -4, 1
CN(C)c1ccc(C2NCCS2)cc1 (centres undefined)
  -7, -1, -1, -7, -2, -14, 8, -0.5, 2, -1
Cc1ccc(C(=O)O/N=C(\c2ccccc2)c2ccncc2)cc1
  0, -9, 2, 3, 5, -4, -10, -1.2, 3, 0
Cc1ccc(/C=N/n2c(-c3cccnc3)n[nH]c2=S)o1
  4, 0, 2, 14, 0, 10, 10, 0.2, 3, -2
C=CCN(CC=C)C(=O)Cn1cnc([N+](=O)[O-])n1
  2, 2, 2, 4, 2, 2, 1, 0.0, 4, 1
O=C(Nc1ccccc1C(=O)NCc1cccnc1)c1ccc(Cl)cc1Cl
  -3, 0, -3, 13, 13, -7, -2, 0.5, -3, 8
CC(/C=N/NC(=O)CSc1n[nH]c(=O)[nH]c1=O)=C\c1ccccc1
  -3, 4, -7, 13, -3, 8, 6, -0.4, 1, 1
O=C(CCCC(=O)N1CCN(c2cccc(Cl)c2)CC1)c1ccccc1
  4, -1, 1, -1, 1, 5, -6, -0.1, 1, -3
COc1ccc(OC)c(NC(=O)CSc2nncc(=O)n2N)c1
  3, -5, 1, -4, -1, 0, 3, -0.5, 0, -2
COc1cc(C(=O)N2CCN(S(=O)(=O)c3cccs3)CC2)cc(OC)c1C
  -4, 2, -5, 4, 0, -2, 5, -0.3, -1, 3

Continued; the last five above are carried over.
Results follow in this order: ADAM10 inh, Tn6 DDE FP, ADAM17 inh, TDP2 inh, LEDGF integ inh, ARFGAP1 inh, ASAP1 inh, proKLK7 act, PLCg1 inh, DDE Tn7 FP inh
O=C(Nc1ccccc1C(=O)NCc1cccnc1)c1ccc(Cl)cc1Cl
  -3, 0, -3, 13, 13, -7, -2, 0.5, -3, 8
CC(/C=N/NC(=O)CSc1n[nH]c(=O)[nH]c1=O)=C\c1ccccc1
  -3, 4, -7, 13, -3, 8, 6, -0.4, 1, 1
O=C(CCCC(=O)N1CCN(c2cccc(Cl)c2)CC1)c1ccccc1
  4, -1, 1, -1, 1, 5, -6, -0.1, 1, -3
COc1ccc(OC)c(NC(=O)CSc2nncc(=O)n2N)c1
  3, -5, 1, -4, -1, 0, 3, -0.5, 0, -2
COc1cc(C(=O)N2CCN(S(=O)(=O)c3cccs3)CC2)cc(OC)c1C
  -4, 2, -5, 4, 0, -2, 5, -0.3, -1, 3
COCCn1c(SCC(=O)Nc2nnc(C)s2)nnc1-c1cc2ccccc2cc1O
  -12, -3, -2, 4, 1, 10, -6, -0.9, -7, -3
CCN(CC)S(=O)(=O)c1ccc(N/N=C/c2ccc(OC)c(OC)c2OC)nc1
  -11, 3, 0, -8, -5, -14, 5, -0.8, -19, 4
CCOC(=O)c1c(-c2ccc(C)o2)csc1NC(=O)CSc1ncn[nH]1
  4, -4, 1, 5, -2, -6, 8, 0.1, -11, 3
O=C(NCCCCO)c1c(-c2ccccc2)oc2c1C(OCCCCCO)CCC2 (centres undefined)
  -22, 8, -7, 3, 1, -2, -3, 0.0, 1, 1
O=C(O)c1ccc(C2SCC(=O)N2Cc2ccco2)cc1 (centres undefined)
  0, 2, -5, 6, 0, -2, 1, -1.0, 0, 6
Cc1cc(C)nc(N/N=C/c2cc(Br)ccc2O)n1
  -4, -11, -3, 2, 1, -1, 5, -0.8, -47, -1
CS(=O)(=O)Nc1cccc2cccnc12
  2, -9, 0, -13, -11, -3, -3, 0.2, -8, -5
O=C(CSc1nnc(NC(=O)c2ccc(F)cc2)s1)NCc1ccco1
  -15, 3, -11, -9, 0, -2, 8, -0.2, 4, 6
CC(C)(C)OC(=O)NCc1ccccc1/C=C/S(=O)(=O)NCCc1ccccc1
  5, 2, -1, 7, -3, nt, nt, 0.7, 1, 4
COc1ccc(-c2oc3ccccc3c(=O)c2OC(=O)c2ccc(C)cc2)cc1
  -3, -5, -6, 9, -4, -5, 3, -0.8, -8, 4
Cc1cc2nc(-c3ccccc3)c(Cc3ccsc3)n2c(C)c1Br
  -14, 3, -8, 1, 3, 0, 1, 1.0, -32, -3
COc1cccc(CNC(=O)Cc2ccc(-n3c(=O)[nH]c4ccccc4c3=O)cc2)c1
  -14, 3, -4, 3, 1, 3, 5, -0.7, -3, -4
COc1cc(OC)cc(C(=O)NCC(=O)OCC(=O)NC2CCCc3ccccc32)c1 (centres undefined)
  -12, 4, -2, 2, 0, -11, 5, -0.1, 2, 3
COc1ccccc1C(=O)Nc1ccc(C2=NNC(=O)CC2C)cc1 (centres undefined)
  -8, -1, -1, 5, 1, 9, -5, -0.1, -6, 0
COC(=O)c1ccc(CN(C)S(=O)(=O)c2ccc(C)cc2)o1
  0, 1, -4, 6, -1, 2, 9, 0.7, -1, 3
C=CCNC(=O)c1cc(Cl)ccc1Cl
  0, -1, -3, 7, 2, -2, 13, 0.2, 0, 6
Cc1cc(C)c(C(N)=O)c(Nc2ccc3c(c2)OCCO3)n1
  5, 2, 5, -22, 1, 14, 13, 0.4, 3, 1
Cc1[nH]nc2c1C(=O)CCC2
  0, -6, -2, 3, 10, 0, 6, 0.2, 0, -7
COCc1cc(=O)[nH]c2cc(NC(=O)C3CC3)c(C)cc12
  -24, -3, -15, 9, -2, 1, -3, 0.3, -4, -4
C[C@@H]1CN(S(=O)C(C)(C)C)[C@H](CCO)/C1=C\CCO (some centres undefined)
  -6, -2, -3, -5, 4, 16, 5, 1.1, 0, -1

Later entries.
Results follow in this order: ADAM10 inh, Tn6 DDE FP, ADAM17 inh, TDP2 inh, LEDGF integ inh, ARFGAP1 inh, ASAP1 inh, proKLK7 act, PLCg1 inh, DDE Tn7 FP inh
Cc1ccc(NC(=O)C2(c3cccs3)CCOCC2)cc1C
  7, -2, 3, 6, -2, 4, 0, 0.3, 2, -7
CCCOC(=O)CCCN1C(=O)/C(=C2\SC(=S)N(CCCC(=O)OCCC)C2=O)SC1=S
  3, -2, -3, -4, -2, 3, -5, -0.2, -5, 1
CN(C)Cc1c(C(=O)N/N=C/c2cccc(OCc3ccccc3)c2)nnn1-c1nonc1N
  -5, 6, -3, 7, -3, -7, 1, 0.0, -1, 3
O=C1CCC[C@H]2C[C@H](NCc3ccc(Cl)c(C(F)(F)F)c3)CC[C@]23CCCN13
  4, -1, 0, 1, 1, nt, nt, nt, -1, 2
CC1CCOC2(O1)C(=O)N(CN1CCN(c3cccc(Cl)c3)CC1)c1ccccc12 (centres undefined)
  -4, -7, -3, -1, -2, 2, -1, -0.1, 2, 2
CC(C)c1ccc(NC(=O)CCNC(=O)Cn2ccc3ccccc3c2=O)cc1
  6, 6, 0, -9, 0, 5, 5, 0.3, 1, -6
COCCNC(=O)Cn1cc(C(=S)N2CCCCC2)c2ccccc21
  1, 9, -4, -2, -1, -2, 8, -0.4, 0, -1
COc1ccccc1CNS(=O)(=O)c1ccc2c(c1)N(C(C)=O)CCO2
  -13, -1, -4, -4, 0, 2, -7, -0.4, -1, -2
CCOC(=O)NC1(C(F)(F)F)C(=O)NC(C)=C1C(=O)OC (centres undefined)
  -4, 1, -1, 4, 1, 3, -13, -0.3, 0, 0
CCc1nc2c(OCCn3cccc3)cccn2c1N(C)C(=O)CC(C)C
  1, 10, -2, 7, 2, -2, -3, 0.5, 1, 4
Cc1cc(NC(=O)CSc2nc(=O)cc(N)n2-c2ccc(Cl)cc2)no1
  7, -5, -5, 0, -2, -7, -6, -0.4, 0, 12
CCOC(=O)Nc1oc2ccccc2c(=O)c1C
  -125, -9, -37, 0, 4, -8, -8, -28, -12, 3
